# Cl transport mod = KCC2 cotransporter modulators, thallium flux, primary screen, cell-based, HEK293 KCC2, FluoZin-2 fluorescence, MLSMR; KCC2 cells, thallium flux FluoZin-2 fluorescence; B-score of Tl+ flux slope (higher = more flux/activation; lower = inhibition) at 10 µM; hit rate 2.2% among 190,000;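 active = thallium flux slope and its plate-corrected score both differing from the plate sample mean at a set confidence after two filtering rounds, in either direction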;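 also: slope of fluorescence scaled to starting intensity during 10 to 20 s after thallium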
# FXIa inh = human FXIa protease inhibitors, primary screen, biochemical, 1536-well; Coagulation factor XI (Homo sapiens), P03951; purified FXIa, Boc-Glu-Ala-Arg-AMC fluorogenic substrate; inhibition, % at 5 µM; hit rate 0.14% among 220,000; AID 798, 2007;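 active = inhibition of at least 40%; inactive = inhibition below 40%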;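 also: fluorescence of freed AMC excited at 355 nm; 0% = enzyme without compound and 100% = no enzyme blank; many of its hits are not listed in these tables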
# FXIIa inh = human FXIIa protease inhibitors, primary screen, biochemical, 1536-well; Coagulation factor XII (Homo sapiens), P00748; purified FXIIa, Boc-QGR-AMC fluorogenic substrate, 2 h; inhibition, % at 5 µM; hit rate 0.3% among 220,000; AID 800, 2007; in the data active = inhibition above about 40%;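 also: 0% = enzyme with no compound and 100% = blank without enzyme; many of its hits are not listed in these tables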
# PERK inhibitor = block of dimerizer-induced PERK translation repression, primary screen, PERK inhibitor project, CHO PERK-DD cells, SEAP luminescence, HTS | hit rate 0.17% among 220,000 | Eukaryotic translation initiation factor 2-alpha kinase 3 (Homo sapiens), Q9NZJ5 | CHO PERK-DD fusion, SEAP luminescence translation reporter | inhibition, % at 5.6 µM;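 active = inhibition above the mean inhibition of all tested compounds plus 3 SD, set separately per screening campaign, cut at about 2.9% in these data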;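 also: PERK kinase domain activated by AP20187 dimerizer at 100 nM; 0% = DMSO with dimerizer and 100% = rapamycin at 8.4 µM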
# thrombin 1536 = human alpha-thrombin inhibitors, primary screen, counter-screen for coagulation protease inhibitor project, biochemical, 1536-well, fluorogenic AMC substrate | Prothrombin (Homo sapiens), P00734 | Boc-VPR-AMC fluorogenic substrate cleavage | inhibition, % at 5 µM | hit rate 0.26% among 220,000 | AID 1046, 2008;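 active = inhibition at or above 40%; inactive = inhibition below 40%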;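 also: 0% = enzyme with no compound and 100% = wells without enzyme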
#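 System – human alpha-thrombin · Medium – pH 7.5 Tris (50 mM) with NaCl 150 mM, Tween 20 0.05% · Compound – single-point dosing at 5 µM, 0.2% DMSO · Incubation – enzyme reaction carried out at room temperature · Technique – fluorescence of released AMC, ex 355 nm, em 460 nm · Read-out basis – % inhibition of thrombin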
# Wee1 degr inh = Wee1 degradation inhibitors, primary screen, cell-based, HeLa, Wee1K328M-luciferase, luminescence; AID 1321, 2008; hit rate 1.2% among 220,000; reporter increase, % at 5 µM; HeLa Luc-Wee1K328M stability; 100% = proteasome inhibitor MG132 effect; Wee1-like protein kinase (Homo sapiens), P30291;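 active = activation above the mean of all tested compounds plus 3 SD, set per screening run, cut at about 8.8% in these data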;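 also: cells exposed to compound for 20 h before luminescence read; 0% = DMSO alone and 100% = MG132 at 30 µM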
# p97 ATPase inh = inhibitors of human p97 ATPase, primary screen, biochemical; recombinant p97 ATPase, Kinase-Glo ATP luminescence, 3 h; inhibition, % at 8 µM; hit rate 0.42% among 220,000; in the data active = inhibition above about 15%;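 also: 0% = DMSO vehicle and 100% = wells lacking enzyme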
# hK5 inh = human KLK5 protease inhibitors, primary screen, biochemical, 1536-well; Kallikrein-5 (Homo sapiens), Q9Y337; AID 873, 2007; inhibition, % at 5 µM; hit rate 0.59% among 210,000; recombinant hK5, fluorogenic AMC substrate cleavage;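 active = inhibition of 40% or more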;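 also: 0% = enzyme controls without compound and 100% = no-enzyme blanks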
# Target sequence (Q9Y337 67-293 limits assumed): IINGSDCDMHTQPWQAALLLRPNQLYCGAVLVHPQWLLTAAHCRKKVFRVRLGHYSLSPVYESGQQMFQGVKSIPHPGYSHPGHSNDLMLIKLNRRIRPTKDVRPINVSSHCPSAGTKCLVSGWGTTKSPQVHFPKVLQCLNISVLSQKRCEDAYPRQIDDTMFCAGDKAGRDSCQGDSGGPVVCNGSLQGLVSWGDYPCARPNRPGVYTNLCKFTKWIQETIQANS
# Furin inh = human furin inhibitors, primary screen, biochemical, fluorescence intensity. hit rate 0.061% among 220,000. P09958. purified furin, fluorogenic substrate cleavage. inhibition, % at 30 µM; in the data active = inhibition above about 25%; also: inactives centre near -15
# Target sequence (P09958 108-714 limits assumed): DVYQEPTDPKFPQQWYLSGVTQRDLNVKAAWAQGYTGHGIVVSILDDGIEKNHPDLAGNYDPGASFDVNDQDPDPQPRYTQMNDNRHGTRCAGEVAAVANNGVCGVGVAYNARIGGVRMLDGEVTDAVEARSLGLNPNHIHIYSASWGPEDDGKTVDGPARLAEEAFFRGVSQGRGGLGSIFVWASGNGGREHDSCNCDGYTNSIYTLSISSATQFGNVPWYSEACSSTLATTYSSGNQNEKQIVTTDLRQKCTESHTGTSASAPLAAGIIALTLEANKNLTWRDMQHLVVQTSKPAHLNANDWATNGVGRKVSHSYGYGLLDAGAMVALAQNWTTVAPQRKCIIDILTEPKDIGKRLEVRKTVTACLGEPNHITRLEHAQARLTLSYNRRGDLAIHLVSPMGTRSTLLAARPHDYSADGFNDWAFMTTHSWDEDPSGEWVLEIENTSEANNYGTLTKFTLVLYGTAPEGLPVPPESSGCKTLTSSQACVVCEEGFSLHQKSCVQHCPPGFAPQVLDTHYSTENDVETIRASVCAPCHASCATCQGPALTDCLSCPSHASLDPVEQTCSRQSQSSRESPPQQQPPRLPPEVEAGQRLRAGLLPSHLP
# Starred values were filed as active, the others as inactive; . = not tested or not shown; [ ] = dose if it differs, or a comment.
SMILES,Cl transport mod,FXIa inh,FXIIa inh,PERK inhibitor,thrombin 1536,Wee1 degr inh,p97 ATPase inh,hK5 inh,Furin inh
CCOc1ccc(NC(=S)N(CCc2c(C)[nH]c3ccc(C)cc23)Cc2cccnc2)cc1,0.022,1,-1,-0.8,-1,1,2,-11,-4
CC1(C)CN2C(=S)N(c3ccccc3)C(c3ccccc3)N2C1 (centres undefined),-0.35,19,3,-1.2,-8,-1,-1,-9,-26[20 µM]
CCCC1(C(=O)OCC)NC(c2ccc(O)cc2)C2C(=O)N(c3ccc4c(c3)OCCO4)C(=O)C21 (centres undefined),1.6,-1,-4,0.2,-4,-2,1,-12,-26[20 µM]
CS(=O)(=O)N1CCC(C(=O)Nc2ccc(F)cc2F)CC1,0.08,5,15,-0.9,1,0,5,-23,-9
COc1ccc(CCNC(=O)C2CCN(S(=O)(=O)c3cccs3)CC2)cc1OC,0.44,-9,3,0.6,-4,0,-5,-13,-14
Oc1c(C(Nc2cccc(C(F)(F)F)c2)c2ccncc2)ccc2cccnc12 (centres undefined),-1.1,-3,4,-0.1,-4,-2,1,8,-2
CCOC(=O)c1c(C)[nH]c(C)c1C(=O)COC(=O)CCOc1ccccc1OC,-1.9,-6,-16,-0.6,-6,-3,2,-2,-19
OC(c1cc(C(F)(F)F)nc2c(Cl)cc(Cl)cc12)C1CCCCN1 (centres undefined),1.4,-5,12,-1.0,0,4,-1,1,-28
CCC(=O)NCCCOc1ccccc1,0.011,0,14,1.6,-1,-4,6,3,-19
COC(=O)c1c(C)oc2c1cc(NS(=O)(=O)c1cccs1)c1ccccc12,.,-12,0,-1.4,-5,2,2,-8,-16[20 µM]
COCCCNc1nc(N)c([N+](=O)[O-])c(Nc2ccccc2OC)n1,-0.41,4,10,0.4,-1,-2,3,5,-21
CC(=O)c1c(C(C)=O)c(C)n(-c2nc(-c3ccc(Br)cc3)c(C)s2)c1C,-0.023,22,-2,-0.5,-7,4,3,-21,-23[20 µM]
COc1ccc2c(c1)SC(C)CC2=O (centres undefined),0.47,-9,-9,0.6,2,0,-1,7,-2[20 µM]
C=CCn1c(-c2ccc(Cl)cc2)cnc1SC(C)C(N)=O (centres undefined),.,0,8,0.1,1,-1,2,11,-36
N/C(=N\OC(=O)c1ccccc1Cl)c1ccccn1,.,0,8,-0.6,-2,1,-38,6,-20[20 µM]
CCOC(=O)C1=C(N)N(c2cc(S(=O)(=O)N3CCOCC3)ccc2Cl)C(=O)C1,0.68,-7,0,0.9,-1,2,-1,-13,-22
CCOC(=O)c1oc2cc(OCC(N)=O)ccc2c(=O)c1-c1ccc(OC)c(OC)c1,0.0015,-6,-8,1.1,-4,0,1,-10,-21[20 µM]
Fc1ccc(COc2ccc(/C=N/n3cnnc3)cc2)cc1,-2,1,18,0.0,1,6,-3,12,3
Cc1ccc(-c2cc(C(=O)Nc3ccc(S(=O)(=O)N4CC(C)OC(C)C4)cc3)[nH]n2)c(O)c1 (centres undefined),-0.11,-2,0,-0.6,-4,-1,-1,-4,-9
CCC(C)(C(=O)NC1CCCCC1)N(C(=O)Cc1cccs1)c1ccccc1 (centres undefined),-2.6,5,7,-0.6,-1,0,3,-4,-10
Cc1ccc(-c2csc(N(Cc3ccco3)C(=O)c3cccs3)n2)cc1,-0.57,6,15,0.5,4,2,7,-10,-8[20 µM]
CC(C)(C)c1ccccc1NC(=O)c1ccco1,.,5,8,0.9,0,-1,4,-8,-19
NC1=NS(=O)(=O)NC1c1cccc(F)c1 (centres undefined),.,-3,7,1.0,-5,4,7,-1,-27
CCn1c(=O)cc(SCC(=O)N2CCOCC2)c2ccccc21,.,1,21,-0.1,3,-3,-2,-15,-3[20 µM]
O=C(CCN1C(=O)/C(=C/C=C/c2ccccc2)SC1=S)Nc1cccnc1,0.78,7,11,1.4,2,3,6,-17,5
COC(=O)c1ccccc1OCc1cccc(C)n1,0.21,0,8,1.2,4,-1,1,2,-21
CSc1nnc(-c2sc3cc(Cl)ccc3c2Cl)n1C,-1.1,1,16,-0.1,4,0,-2,-2,6[20 µM]
Cc1cc(NC(=O)c2c(-c3ccccc3Cl)noc2C)no1,-0.43,-5,-2,0.7,-2,-1,5,-23,-24[20 µM]
CC(C)CNS(=O)(=O)c1ccc(CCC(=O)NCC2CCCO2)cc1 (centres undefined),1.2,-9,-3,0.1,-9,-2,-1,-18,-22[20 µM]
COc1cc(CNC2CCCCCC2)cc(OC)c1O,0.12,-9,-3,0.4,-2,2,-2,-7,-19
C=CCNC(=O)C1CC1(c1ccccc1)c1ccccc1 (centres undefined),-0.03,-2,5,-0.5,-5,-3,-1,-16,-31
Cc1cc(CNC(=O)COc2ccccc2F)c2ccccc2n1,-1.1,-5,6,1.9,3,3,3,-7,-19
CC(C)c1ccccc1OCCCCCNCCO,0.42,-14,-6,-0.1,-7,0,4,-10,-16
O=C(NCc1csc(-c2cccs2)n1)C1CCC1,-0.41,-3,6,0.5,-1,1,-4,-6,-9
Cc1ccc(-c2nc3cc(Cl)ccc3o2)cc1,.,17,18,-0.1,-13,-2,2,-20,-19[20 µM]
O=C(NOC(=O)c1cc(Br)ccc1Cl)c1cccs1,-0.98,4,18,0.9,4,-1,4,-8,-18[20 µM]
CCOc1ccc(-c2[nH]ncc2Oc2ccccc2OC)c(O)c1,.,5,12,0.6,-2,0,-3,5,-17
Cc1ccc(-c2nn(-c3ccccc3)cc2/C=N/NC(=O)c2ccc(Br)o2)cc1,3.2*,3,-2,0.0,3,0,-6,5,-10[20 µM]
Cc1cc2oc(C(=O)Nc3ccc(S(=O)(=O)Nc4nccs4)cc3)cc(=O)c2cc1Cl,-1.5,7,6,0.8,-7,3,6,22,8
O=C(COc1ccc(Cl)cc1)NCc1nnc(SCC(=O)N2CCCCC2)o1,.,22,14,-0.8,-7,1,3,-21,-18[20 µM]
O=C(Cn1ncn2cccc2c1=O)N1CCCCC1,.,-2,-6,0.9,0,-1,-2,2,-18
COCCNc1oc(-c2ccc(C)cc2)nc1C#N,0.27,4,14,-0.6,1,2,-1,-8,-21[20 µM]
CCC1(CC)NC(=O)N(CC(=O)Nc2ccc(S(=O)(=O)N3CCOCC3)cc2)C1=O,0.37,-2,10,0.9,-4,1,1,0,-18
CCn1c(NCc2ccccc2Cl)nc2ccccc21,1.6,0,5,0.0,1,2,-2,-11,-12[20 µM]
CC(=O)NNC(=O)C(O)(c1ccccc1)c1ccccc1,0.37,-2,0,-0.1,-1,-2,-2,6,-19[20 µM]
CCOc1cc(NS(=O)(=O)CC)c(OCC)cc1NC(=O)c1ccco1,.,-6,-4,-1.1,-9,4,-4,10,-14
Cc1ccc(C2=NC3(CCCC3)N=C2SCC(=O)Nc2ccc3c(c2)OCCO3)cc1,-0.46,8,10,-0.2,1,4,3,-6,-12
Cc1ccccc1N1CCN(C(=S)c2ccc(-c3cccc([N+](=O)[O-])c3)o2)CC1,0.81,-1,3,1.3,6,-1,0,-14,-6
O=c1cc(N2CCCCCC2)[nH]c(=O)n1-c1ccc(Cl)cc1,0.22,0,11,1.1,-1,-1,-1,2,-14
CCOc1ncccc1C(=O)NCC1COc2ccccc2O1 (centres undefined),-0.1,2,13,-0.3,3,-1,1,-4,-19
CCOC(=O)C(NC(=O)c1ccc(OC)cc1)(Nc1cc(C)on1)C(F)(F)F (centres undefined),-0.55,20,20,0.2,-1,-1,-1,-11,-17
N#CC1=C2Sc3ccccc3N2CCCC1=O,-3.3,-3,13,0.5,-1,1,-4,-6,-7
C[C@@](Cc1ccc(O)c(O)c1)(NN)C(=O)O,-0.5,1,6,0.6,-2,1,-2,-12,-11
Cc1nn(C)c(C)c1S(=O)(=O)N1CCCC(C(=O)N2CCN(c3ccc(Cl)cc3)CC2)C1 (centres undefined),0.65,-8,4,-1.1,-4,1,0,-11,-18[20 µM]
CCC1(C(=O)OC)NC(c2cccc(F)c2)C2C(=O)N(C)C(=O)C21 (centres undefined),1.9,6,15,-0.1,5,1,3,-5,-9[20 µM]
N#CC1=C(N)OC2=C(C(=O)CCC2)C1Cc1ccccc1 (centres undefined),0.6,.,.,-0.1,.,-2,1,.,-18[20 µM]
O=C(N/N=C/c1c[nH]c2ccccc12)c1[nH]c2ccc(Br)cc2c1-c1ccccc1,0.84,7,11,0.7,-1,-1,9,-9,-19
O=C1c2cccc3c(N4CCCCC4)ccc(c23)C(=O)N1c1ccccc1O,.,1,9,0.0,-2,-1,6,.,-23
CN(C)S(=O)(=O)N(CC(=O)Nc1ccccc1F)c1ccccc1,-0.02,-6,3,0.1,-3,-1,-2,6,-12[20 µM]

# Look-ups from the results shown:
# N#CC1=C(N)OC2=C(C(=O)CCC2)C1Cc1ccccc1 (centres undefined) @ Cl transport mod = 0.6
# COCCNc1oc(-c2ccc(C)cc2)nc1C#N @ FXIa inh = 4

# As a short view, some entries already given:
SMILES,Cl transport mod,FXIa inh,FXIIa inh,PERK inhibitor,thrombin 1536,Wee1 degr inh,p97 ATPase inh,hK5 inh,Furin inh
O=C(Cn1ncn2cccc2c1=O)N1CCCCC1,.,-2,-6,0.9,0,-1,-2,2,-18
COCCNc1oc(-c2ccc(C)cc2)nc1C#N,0.27,4,14,-0.6,1,2,-1,-8,-21[20 µM]
CCC1(CC)NC(=O)N(CC(=O)Nc2ccc(S(=O)(=O)N3CCOCC3)cc2)C1=O,0.37,-2,10,0.9,-4,1,1,0,-18
CCn1c(NCc2ccccc2Cl)nc2ccccc21,1.6,0,5,0.0,1,2,-2,-11,-12[20 µM]
CC(=O)NNC(=O)C(O)(c1ccccc1)c1ccccc1,0.37,-2,0,-0.1,-1,-2,-2,6,-19[20 µM]
CCOc1cc(NS(=O)(=O)CC)c(OCC)cc1NC(=O)c1ccco1,.,-6,-4,-1.1,-9,4,-4,10,-14
Cc1ccc(C2=NC3(CCCC3)N=C2SCC(=O)Nc2ccc3c(c2)OCCO3)cc1,-0.46,8,10,-0.2,1,4,3,-6,-12
Cc1ccccc1N1CCN(C(=S)c2ccc(-c3cccc([N+](=O)[O-])c3)o2)CC1,0.81,-1,3,1.3,6,-1,0,-14,-6
O=c1cc(N2CCCCCC2)[nH]c(=O)n1-c1ccc(Cl)cc1,0.22,0,11,1.1,-1,-1,-1,2,-14

# Screens as filed in PubChem.
